SARS 3CLpro inh = SARS-CoV 3CLpro protease inhibitors, primary screen, biochemical, quenched FRET. 290,000 compounds, 0.14% hits. inhibition, % at 6 µM. recombinant SARS-CoV 3CLpro, quenched FRET peptide cleavage. Replicase polyprotein 1ab (Severe acute respiratory syndrome coronavirus), P0C6X7; in the data active means inhibition above about 12%
Yp Topo-I inh = Yersinia pestis topoisomerase I inhibitors, primary screen, biochemical, cleavage product accumulation, plate reader, single point | Y. pestis Topo-I cleavage product accumulation | activity, % at 10 µM | 360,000 compounds, 0.064% hits; in the data active means activity above about 50%, passing the limit was not always enough; inconclusive means no clear call, values can overlap the other calls; further: inactives centre near 2
TcdB inh = TcdB glycohydrolase inhibitors, primary screen, biochemical, single point, plate reader | inhibition, % at 9.99 µM | AID 652162, 2013 | Toxin B (Clostridioides difficile), P18177 | TcdB glycohydrolase enzymatic assay | 350,000 compounds, 0.24% hits; in the data active means inhibition above about 10%
Target sequence (P18177 whole entry, looked up): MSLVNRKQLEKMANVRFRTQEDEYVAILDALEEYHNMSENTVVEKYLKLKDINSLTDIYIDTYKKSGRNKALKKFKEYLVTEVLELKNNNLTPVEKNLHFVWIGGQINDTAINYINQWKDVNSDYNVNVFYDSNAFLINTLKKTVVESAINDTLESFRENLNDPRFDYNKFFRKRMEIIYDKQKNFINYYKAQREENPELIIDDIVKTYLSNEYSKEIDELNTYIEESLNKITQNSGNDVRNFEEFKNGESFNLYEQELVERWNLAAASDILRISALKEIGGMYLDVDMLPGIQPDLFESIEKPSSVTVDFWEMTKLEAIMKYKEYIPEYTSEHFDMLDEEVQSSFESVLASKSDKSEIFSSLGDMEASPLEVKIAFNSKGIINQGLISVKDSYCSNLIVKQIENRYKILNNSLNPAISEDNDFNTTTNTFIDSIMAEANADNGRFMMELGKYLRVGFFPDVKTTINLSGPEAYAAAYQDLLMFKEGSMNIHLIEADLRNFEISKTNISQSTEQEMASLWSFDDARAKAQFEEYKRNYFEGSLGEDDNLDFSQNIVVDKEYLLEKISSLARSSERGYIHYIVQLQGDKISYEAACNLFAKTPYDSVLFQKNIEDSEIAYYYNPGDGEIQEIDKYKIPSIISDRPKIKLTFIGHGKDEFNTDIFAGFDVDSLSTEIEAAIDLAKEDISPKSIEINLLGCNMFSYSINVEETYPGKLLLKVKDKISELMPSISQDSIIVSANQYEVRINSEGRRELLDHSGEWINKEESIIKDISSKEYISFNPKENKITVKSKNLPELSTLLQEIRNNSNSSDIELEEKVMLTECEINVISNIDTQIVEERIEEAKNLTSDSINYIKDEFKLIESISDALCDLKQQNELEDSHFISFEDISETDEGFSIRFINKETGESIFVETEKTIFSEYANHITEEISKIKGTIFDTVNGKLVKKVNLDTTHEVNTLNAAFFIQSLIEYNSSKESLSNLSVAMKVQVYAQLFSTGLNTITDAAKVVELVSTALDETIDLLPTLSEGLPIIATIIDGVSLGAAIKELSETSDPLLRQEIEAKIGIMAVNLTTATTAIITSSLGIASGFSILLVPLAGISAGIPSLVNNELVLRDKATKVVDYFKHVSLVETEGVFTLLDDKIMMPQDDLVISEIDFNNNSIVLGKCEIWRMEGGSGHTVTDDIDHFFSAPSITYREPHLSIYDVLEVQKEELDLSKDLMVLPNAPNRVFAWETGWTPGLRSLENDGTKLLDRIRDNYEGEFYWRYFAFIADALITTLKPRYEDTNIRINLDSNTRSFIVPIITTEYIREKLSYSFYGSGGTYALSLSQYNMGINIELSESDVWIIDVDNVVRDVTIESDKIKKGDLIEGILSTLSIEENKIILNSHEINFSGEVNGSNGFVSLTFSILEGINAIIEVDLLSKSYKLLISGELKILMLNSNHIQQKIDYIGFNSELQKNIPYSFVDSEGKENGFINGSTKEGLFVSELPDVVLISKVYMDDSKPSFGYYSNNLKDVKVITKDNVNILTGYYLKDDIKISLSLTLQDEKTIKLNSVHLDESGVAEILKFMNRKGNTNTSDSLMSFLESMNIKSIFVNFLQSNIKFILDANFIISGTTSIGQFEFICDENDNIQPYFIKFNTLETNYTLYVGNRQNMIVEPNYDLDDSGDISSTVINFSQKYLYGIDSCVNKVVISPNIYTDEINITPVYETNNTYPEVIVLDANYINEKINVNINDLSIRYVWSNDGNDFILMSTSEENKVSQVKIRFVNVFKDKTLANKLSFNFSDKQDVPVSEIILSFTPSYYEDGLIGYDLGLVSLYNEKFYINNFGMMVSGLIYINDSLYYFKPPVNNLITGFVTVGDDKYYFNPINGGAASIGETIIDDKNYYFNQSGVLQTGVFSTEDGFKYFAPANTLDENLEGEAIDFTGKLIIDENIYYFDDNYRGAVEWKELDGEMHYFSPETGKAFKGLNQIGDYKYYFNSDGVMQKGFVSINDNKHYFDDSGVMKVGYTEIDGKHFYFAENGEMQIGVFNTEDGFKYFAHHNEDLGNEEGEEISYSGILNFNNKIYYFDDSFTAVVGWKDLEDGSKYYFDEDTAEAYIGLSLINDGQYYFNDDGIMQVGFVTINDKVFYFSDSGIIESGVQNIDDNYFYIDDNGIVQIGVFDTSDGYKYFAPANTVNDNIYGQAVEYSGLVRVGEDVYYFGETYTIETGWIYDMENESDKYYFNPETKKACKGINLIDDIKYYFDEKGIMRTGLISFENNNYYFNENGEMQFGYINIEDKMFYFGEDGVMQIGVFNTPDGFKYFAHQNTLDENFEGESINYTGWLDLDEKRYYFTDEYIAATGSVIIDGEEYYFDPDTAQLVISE
PfHsp40 yeast = rescue of yeast from PfHsp40 toxicity, primary screen, S. cerevisiae, ATP luminescence. S. cerevisiae expressing PfHsp40, growth rescue. growth rescue, % at 12.5 µM. 340,000 compounds, 0.68% hits; in the data active means growth rescue above about 28%, passing the limit was not always enough; inconclusive means no clear call, values can overlap the other calls;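 further: yeast W303a lacking pdr1 and pdr3 grown in galactose medium; growth measured after three days at 30 °C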
DUSP3 inh = VHR1 phosphatase inhibitors, primary screen, biochemical, absorbance, uHTS. Dual specificity protein phosphatase 3 (Homo sapiens), P51452. recombinant VHR phosphatase, pNPP absorbance. inhibition, % at 13.3 µM. 290,000 compounds, 0.52% hits; in the data active means inhibition above about 50%; further: some compounds called inactive have numbers as strong as hits
BH1578 lux ind = inducers of Vibrio cholerae quorum light production without autoinducers, primary screen, BH1578 luxS cqsA deficient, single point; V. cholerae BH1578 lux reporter, luminescence, 6 h; activation, % at 18.7 µM; 350,000 compounds, 0.16% hits; AID 588436, 2011; in the data active means activation mostly above about 9.7%, no sharp cut-off; inconclusive means no clear call, values can overlap the other calls; inactive means mostly below about 3.7%; further: not every result past the cut was called active; inactives centre near 0; reference of the scale not given here
MazF activator = activators of E. coli MazEF toxin-antitoxin RNase, primary screen, biochemical, fluorescence, uHTS. FAM/BHQ RNA-DNA oligo cleavage fluorescence, 5 h. activation, % at 20 µM. 350,000 compounds, 0.32% hits. AID 504720, 2011; in the data active means activation above about 50%
Rv3671c protease = Rv3671c serine protease inhibitors, primary screen, biochemical, fluorescence polarization, M. tuberculosis H37Rv | 320,000 compounds, 0.048% hits | inhibition, % at 5.96 µM; in the data active means inhibition above about 38%;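 further: extracellular domain of Rv3671c used as enzyme; 0% = enzyme with DMSO and 100% = no enzyme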
Anthrax LF inh2 = Bacillus anthracis LF protease inhibitors, primary screen, biochemical, multiplex microsphere, MLPCN library | Lethal factor (Bacillus anthracis), P15917 | multiplex microsphere protease cleavage assay | inhibition, % at 10 µM | 360,000 compounds, 0.12% hits | AID 588501, 2011; in the data active means inhibition above about 30%; inconclusive means no clear call, values can overlap the other calls; further: plate controls were buffer without enzyme for full effect and enzyme alone for no effect
SSB-PriA inh = inhibitors of Klebsiella pneumoniae PriA binding to SSB C-terminal tail, primary screen, biochemical, AlphaScreen | AlphaScreen SSBct-PriA binding, biotinylated peptide | PriA–SSB C-terminal tail interaction (Klebsiella pneumoniae) | inhibition, % at 33 µM | 430,000 compounds, 0.6% hits | AID 1272365, 2023; in the data active means inhibition mostly above about 37%, no sharp cut-off; inactive means mostly below about 20%;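 further: plate controls were negative control peptide for no effect and reference peptide for full effect; strong numbers were not always called active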
* = called active by the depositor; i = inactive; ? = inconclusive; · = not tested or not shown; & = joins results of further samples. Only part of the results is shown (hit frequency here may not be typical).

SMILES | SARS 3CLpro inh | Yp Topo-I inh | TcdB inh | PfHsp40 yeast | DUSP3 inh | BH1578 lux ind | MazF activator | Rv3671c protease | Anthrax LF inh2 | SSB-PriA inh
C[C@]12C(=O)N(c3ccc(Br)cc3)C(=O)N1[C@@H]1c3ccccc3OC[C@@H]1[C@H]2c1ccccc1 | 3 | 4 | 0.4 | -1.0 | -3 | -1.2 | 1 | -10 | -14 | -14
O=C1c2ccccc2C(=O)N1c1ccccc1S(=O)C(F)(F)F (stereo not drawn) | -3 | -8 | · | -1.5 | 7 | i | 2 | 7 | 0 | -9&0
O=S(=O)(N/N=C1/CC(c2ccccc2)Oc2ccccc21)c1ccccc1 (stereo not drawn) | · | 5 | 0.5 | 0.1 | · | · | -1 | · | -7 | i
O=C(CC1C(=O)NCCN1C/C=C/c1ccccc1)NCCc1cnccn1 (stereo not drawn) | -6 | 10 | 0.2 | -2.3 | -3 | -1.7 | -2 | -6 | -2 | -4
COc1cccc(/C=C2/CN(C)CC3=C2OC(N)=C(C#N)C3c2cccc(OC)c2)c1 (stereo not drawn) | 1 | 8 | · | -2.2 | 33 | i | -9 | 10 | 1 | 3
O=C(CC1C=Cc2ccccc2N1C(=O)c1ccccc1)c1ccccc1 (stereo not drawn) | 3 | 11 | -0.5 | -1.0 | -19 | -0.5 | 4 | 4 | 4 | -10
COc1ccc(NC(=O)CSc2nncs2)cc1OC | 0 | 1 | · | -2.4 | 4 | -1.6 | -3 | -6 | 2 | -10
CCN1/C(=C/c2ccc3cccc(C)c3[n+]2CC)Sc2ccccc21 | -11 | 9 | · | -0.7 | 19 | -0.6 | 73* | -7 | 18 | 16
Cc1ccc(S(=O)(=O)N2CCCC2C(=O)O)cc1 (stereo not drawn) | 3 | 5 | 0.3 | -0.7 | -10 | · | 7 | 3 | 1 | -9
COc1ccc(OCC(O)Cn2c(=N)n(CCN3CCCCC3)c3ccccc32)cc1 (stereo not drawn) | -1 | -3 | · | -0.4 | 12 | -1.4 | 11 | -1 | -3 | -3
CC(OC(=O)[C@@H](NC(=O)OCc1ccccc1)C(C)C)C(=O)Nc1ccc(N2CCOCC2)cc1 (stereo partly drawn) | · | -3 | 11* | 1.2 | · | i | 1 | · | -2 | 5
CC(C)(C)n1nnnc1C(c1ccccc1)N1CCc2ccccc2C1 (stereo not drawn) | -2 | 1 | · | 2.5 | 12 | -0.5 | 4 | -1 | -2 | -1
O=C(CN1C(=O)S/C(=C\c2cccc(Cl)c2)C1=O)NCCCn1ccnc1 | 6 | 8 | -0.5 | 1.2 | -37 | -0.5 | 8 | 8 | -5 | -10
Cc1cc(-n2ccc(=O)[nH]c2=O)nc(-c2ccccc2)n1 | -2 | 0 | · | 0.0 | 27 | -0.5 | 3 | 0 | 0 | 2
O=C(CCOc1ccccc1)N1CCCC(Nc2ccccc2)C1 (stereo not drawn) | · | 3 | -0.4 | · | · | -0.5 | 5 | · | -5 | ·
COc1cccc(C(=O)N2CCC(n3nccc3NC(=O)CCOc3ccccc3)CC2)c1 | 1 | 3 | 0.4 | -2.1 | -12 | i | 3 | -5 | -1 | 1
O=C(CCC(=O)Nc1ccc(F)cc1)N/N=C/c1ccc(F)cc1 | -3 | -1 | 0.0 | -1.2 | 6 | -0.6 | 12 | -6 | 1 | ·
O=C(c1ccc2ccccc2n1)N1CCN(Cc2c(F)cccc2Cl)CC1 | -2 | 8 | 1.4 | 1.3 | 3 | -4.8 | 6 | -1 | -11 | 2
O=C(Cc1ccc(F)cc1)Nc1ccc(F)c([N+](=O)[O-])c1 | 0 | -5 | · | 0.5 | 28 | · | 8 | 7 | -8 | -10
CCCCCCC(=O)N/N=C/c1c(O)n(C(C)CC)c(=S)[nH]c1=O (stereo not drawn) | 3 | 7 | 1.4 | -0.9 | 17 | 1.9 | -4 | 18 | 4 | ·
COc1ccc(-c2cc(=O)c3ccccc3[nH]2)cc1 | -8 | 0 | 0.1 | -0.5 | 4 | 6.7 | 4 | -6 | 0 | -6
CCCOC(=O)c1c(NC(=O)CSc2nc(-c3ccco3)cc(C(F)(F)F)n2)sc(C(=O)OC)c1C | -4 | 2 | · | 0.6 | 20 | -0.5 | 3 | -7 | -3 | -6
Cc1cccc(NC(=O)c2cccc(C(=O)Nc3cccc(C)c3)n2)c1 | · | -3 | 0.6 | -1.2 | · | -0.6 | -2 | -7 | -6 | -6
COc1cc2c(cc1NC(=O)CSCC(=O)O)oc1ccccc12 | -2 | -8 | · | 0.3 | 15 | -5.6 | 0 | -8 | 4 | -11
Cc1ccc(-c2csc(=S)[nH]2)cc1 | 4 | 0 | 2.5 | ? | 16 | 0.2 | 0 | 12 | -1 | -7
CN(C(=O)c1ccc(N2CCCCC2)c([N+](=O)[O-])c1)C1CCS(=O)(=O)C1 (stereo not drawn) | · | 4 | 1.5 | 0.6 | · | i | 11 | 6 | -6 | 1
CC1CCCCN1CCNC(=O)C1CC(=O)N(c2ccc(F)c(Cl)c2)C1 (stereo not drawn) | -3 | -4 | · | -0.4 | -6 | i | 14 | 0 | -3 | -14
CCN(CC)S(=O)(=O)c1ccc(C(=O)NCc2ccc3c(c2)OCO3)cc1 | 0 | 6 | 1.7 | 0.3 | 19 | i | 10 | -3 | 2 | -9
COc1ccc(S(=O)(=O)Nc2cccc3c2O[C@H](CN(C)Cc2ccccc2)[C@@H](C)CN([C@H](C)CO)C3=O)cc1 | · | 15 | 0.9&0.7 | 1.6 | · | 1.2 | -1 | 3 | -9 | -3
Cc1cccc(CN2CCC(C(N)=O)CC2)c1 | -3 | -2 | 0.7 | 3.8 | 23 | -1.9 | -2 | 6 | -1 | -18
O=C(N/N=C\c1ccc2c(c1)OCO2)c1ccc(Cn2cc(Br)c([N+](=O)[O-])n2)o1 | 4 | -1 | 0.2 | -1.5 | 11 | -2.3 | 8 | -7 | 0 | ·
CC(C)(C)NC(=O)Cc1ccc(Cl)c(Cl)c1 | -2 | -1 | 0.6 | -1.9 | 22 | -0.5 | 0 | 8 | 3 | -8
CCOC(=O)c1cnc2ccc(OCC)cc2c1NCc1cccnc1 | -1 | -6 | 1.6 | -0.8 | 2 | -0.2 | -5 | 4 | 0 | -10
O=c1c(-c2ccccc2)coc2c(CN3CCCC3)c(O)ccc12 | 0 | 1 | · | 0.2 | -6 | -0.4 | 1 | 4 | -2 | -19
Cc1nn(-c2ccccc2)c(C)c1-c1cc(C(=O)N/N=C/c2cccnc2)[nH]n1 | 2 | · | 3.2 | · | 10 | · | · | 0 | · | ·
O=c1c2ccccc2nc(Cc2ccccc2)n1-c1cccc(O)c1 | 4 | -9 | 1.3 | -0.1 | 18 | -0.2 | -4 | -12 | -5 | 2

The closing 2 records of the part before lead into the next:
SMILES | SARS 3CLpro inh | Yp Topo-I inh | TcdB inh | PfHsp40 yeast | DUSP3 inh | BH1578 lux ind | MazF activator | Rv3671c protease | Anthrax LF inh2 | SSB-PriA inh
Cc1nn(-c2ccccc2)c(C)c1-c1cc(C(=O)N/N=C/c2cccnc2)[nH]n1 | 2 | · | 3.2 | · | 10 | · | · | 0 | · | ·
O=c1c2ccccc2nc(Cc2ccccc2)n1-c1cccc(O)c1 | 4 | -9 | 1.3 | -0.1 | 18 | -0.2 | -4 | -12 | -5 | 2
Nc1nonc1-n1nnc(C(=O)N/N=C/c2ccc(O)cc2)c1CN1CCCCCC1 | · | 5 | 1.6 | -2.1 | · | -0.3 | -1 | -5 | -4 | ·
O=c1ncn(-c2cccc([N+](=O)[O-])c2)c2ccccc12 | · | 0 | -0.7 | 0.6 | · | 11 | 2 | -6 | -22 | 0
Cc1ccc(CNC(=O)C2CC(c3ccccc3C(F)(F)F)=NO2)o1 (stereo not drawn) | · | 31 | 6.5 | -0.1 | · | i | -1 | 2 | -3 | 6
CCCCCn1nc(C(=O)N(CC(C)C)c2c(N)n(CCCC)c(=O)[nH]c2=O)c2ccccc2c1=O | · | 2 | 0.4 | 0.8 | · | 9.3 | -6 | 9 | 13 | 2
Cc1cc(OCc2cc(C(=O)N(C)CCCN3CCOCC3)no2)cc(C)c1Cl | 7 | 36 | 1.4 | -1.3 | 62 | -0.4 | -55 | -5 | -2 | 5
CCCCn1c(N)c(C(=O)NCc2cccs2)c2nc3ccccc3nc21 | -3 | 15 | · | -0.9 | 19 | -0.2 | -6 | -53 | · | -40
Clc1ccc2c(c1)C(c1ccccc1Cl)=NCc1nnc(N3CCN(CCOc4ccccc4)CC3)n1-2 | -2 | 27 | · | 2.6 | 0 | -0.1 | 4 | -9 | -2 | 14
O=c1[nH]c(=S)n(-c2ccccc2)c(O)c1/C=N/N1CCOCC1 | -4 | -5 | · | 0.1 | 6 | i | 6 | -2 | -1 | ·
Cc1ccc(Nc2nnns2)cc1 | 2 | 5 | · | 0.3 | 18 | -12 | 3 | 4 | 1 | -10
CC(=O)Nc1ccc(S(=O)(=O)N[C@@H](C)C(=O)N(C)Cc2cccs2)cc1 | · | 2 | 1.6 | -0.9 | · | i | 5 | -3 | 4 | -4
O=C(O)c1ccc(N/N=C/c2ccc(OC(=O)c3cccc(Cl)c3)cc2)cc1 | -1 | -9 | 0.4 | 0.3 | 38 | -0.2 | 2 | -5 | -2 | i
O=C(Nc1ccccc1)C1=C[C@H](c2csc3ccccc23)C[C@H](OCc2ccc(CO)cc2)O1 | 3 | -2 | 0.3&1.4 | 5.0 | 26 | -0.9 | -42 | -34 | 5 | 12
COc1ccc(NC(=O)C23CCC(C2)C(C)(C)C3=O)cc1 (stereo not drawn) | -3 | 4 | · | 1.9 | 0 | 5.0 | 7 | -1 | -1 | 3&-12
COc1ccc(C(=O)Nc2ccc(S(=O)(=O)N3CCN(C)CC3)cc2)cc1 | · | -6 | 1.2 | -0.6 | · | -0.6 | 4 | 0 | 0 | 12
CSc1ccccc1OCc1cc(C(=O)NCCN2CCCc3ccccc32)no1 | -1 | 14 | 0.1 | -0.2 | -20 | i | -3 | 3 | -4 | -13
CCOc1ccc(CN2CCNC(=O)C2CC(=O)NCc2csc(C(C)C)n2)cc1 (stereo not drawn) | 4 | 22 | -1.4 | -1.8 | 6 | -0.6 | 9 | · | 1 | 6
Cc1nc2nc3c(cn2n1)C(=O)CC(c1ccccc1)C3 (stereo not drawn) | -4 | -2 | · | 0.9 | 0 | -0.4 | 3 | · | -3 | -20
CN(C)C(=O)N1CCNCC1 | 2 | 3 | 3.3 | -0.5 | 10 | i | 1 | -5 | -6 | -5
O=[N+]([O-])c1cccc(C2=NCCS2)c1 | 0 | 5 | · | -0.1 | 2 | -0.2 | -2 | 7 | -3 | 0
CN1C(=O)C(=O)/C(=C(/O)c2ccc(Br)cc2)C1c1cccc([N+](=O)[O-])c1 (stereo not drawn) | -1 | 1 | -4.3 | 2.7 | 0 | -1.7 | -1 | 0 | -8 | ·
Cc1ccc(Oc2nc3ccccn3c(=O)c2/C=C(\C#N)C(=O)Nc2c(C)n(C)n(-c3ccccc3)c2=O)c(C)c1 | 4 | 19 | 0.4 | 1.2 | 7 | -0.3 | -15 | -7 | -2 | 5

Screening results from PubChem.
